FBW7 activator: activators of human E3 ligase FBW7; Q969H0; AlphaScreen FBW7–phospho-cyclin E peptide binding, activator screen; normalized activity (activation), % at 26.1 µM; actives 0.13% (n = 650,000); AID 1259310; in the data active means normalized activity above about 1.9%;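 further: purified mutant Fbw7 with reduced substrate affinity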
Target sequence (Q969H0 whole entry, looked up): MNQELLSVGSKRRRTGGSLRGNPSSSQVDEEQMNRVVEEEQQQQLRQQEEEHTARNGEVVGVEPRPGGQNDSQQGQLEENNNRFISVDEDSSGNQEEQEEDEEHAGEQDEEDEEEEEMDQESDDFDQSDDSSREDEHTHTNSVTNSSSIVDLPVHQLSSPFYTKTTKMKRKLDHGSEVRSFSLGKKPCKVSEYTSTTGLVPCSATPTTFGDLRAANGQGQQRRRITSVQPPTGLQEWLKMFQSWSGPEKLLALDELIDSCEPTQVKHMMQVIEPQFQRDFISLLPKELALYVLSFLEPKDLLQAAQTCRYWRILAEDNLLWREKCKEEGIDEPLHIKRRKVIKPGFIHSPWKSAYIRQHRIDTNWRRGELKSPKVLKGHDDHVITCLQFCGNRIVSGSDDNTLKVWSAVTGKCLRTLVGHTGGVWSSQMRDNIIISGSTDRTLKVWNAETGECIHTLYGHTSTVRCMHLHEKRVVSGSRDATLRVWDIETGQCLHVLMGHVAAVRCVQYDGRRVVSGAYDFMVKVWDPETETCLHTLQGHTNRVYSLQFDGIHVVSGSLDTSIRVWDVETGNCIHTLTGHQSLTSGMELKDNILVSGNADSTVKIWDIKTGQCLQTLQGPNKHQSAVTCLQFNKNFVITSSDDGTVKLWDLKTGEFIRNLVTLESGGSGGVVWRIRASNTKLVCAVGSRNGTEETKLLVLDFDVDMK
TEAD-YAP inh: TEAD-YAP interaction inhibition; inhibition, % at 9.12 µM; HEK-TIYL cells, TEAD-Gal4/YAP UAS-luciferase luminescence; actives 1.4% (n = 640,000); in the data active means inhibition above about 32%;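 further: 0% = median of test compound wells and 100% = reference inhibitor wells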
GPR151 activ: activates the human receptor GPR151; AID 1508602; PathHunter beta-arrestin GPR151 cells, luminescence; actives 1% (n = 650,000); Q8TDV0; activation, % at 11.2 µM; in the data active means activation above about 4.9%;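 further: 0% = median of compound wells and 100% = cells with positive control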
Target sequence (Q8TDV0 whole entry, looked up): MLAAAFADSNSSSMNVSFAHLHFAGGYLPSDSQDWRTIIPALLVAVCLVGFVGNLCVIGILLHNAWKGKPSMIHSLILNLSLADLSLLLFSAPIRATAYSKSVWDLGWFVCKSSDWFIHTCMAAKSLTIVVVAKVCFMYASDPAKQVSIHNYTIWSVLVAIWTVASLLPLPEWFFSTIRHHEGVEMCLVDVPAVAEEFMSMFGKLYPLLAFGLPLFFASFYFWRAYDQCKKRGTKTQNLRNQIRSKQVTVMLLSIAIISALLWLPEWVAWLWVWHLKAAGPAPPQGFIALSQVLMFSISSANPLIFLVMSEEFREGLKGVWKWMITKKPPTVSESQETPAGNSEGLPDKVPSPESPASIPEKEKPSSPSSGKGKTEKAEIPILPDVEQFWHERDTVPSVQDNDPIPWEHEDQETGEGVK
MITF inh: inhibitors of human MITF. AlphaScreen MITF homodimerization, bead proximity signal. inhibition, % at 2.6 µM. actives 0.91% (n = 650,000). AID 1259374; in the data active means inhibition above about 50%;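 further: 0% = vehicle wells with protein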
An asterisk follows results filed as active. The order is random; 3.4% or so of the library scored in one or more.

SMILES | FBW7 activator | TEAD-YAP inh | GPR151 activ | MITF inh
c1ccc(CSc2nnc3c(n2)OC(c2ccco2)Nc2ccccc2-3)cc1 (configuration not stated) | 0.4 | 4 | -0.1 | 15
N#CC1(C(=O)Nc2ccc([N+](=O)[O-])cc2)CC2c3ccccc3C1c1ccccc12 (configuration not stated) | -0.1 | 26 | -1.1 | 30
COC(C)(C)C12CC(O)(C(C)C)ON1C1CCCCC1N2O (configuration not stated) | -0.1 | -4 | 1.5 | -5
Cc1ccc(C(=O)CN2C(=O)C(C)Oc3ccccc32)cc1 (configuration not stated) | 0.0 | -19 | -0.9 | -1
COc1ccc(C2=NN(C(C)=O)C(c3cc4ccc(C)cc4nc3Cl)C2)cc1OC (configuration not stated) | 0.7 | -6 | 0.9 | 19
Clc1c(OCCCN2CCOCC2)ccc2ccccc12 | 0.2 | -82 | -1.4 | 19
CC(C)CNS(=O)(=O)c1ccc(CCC(=O)NCc2ccccn2)cc1 | -0.1 | -1 | -0.1 | 0
O=C(c1cc(Cc2cccc(F)c2)no1)N1CCOCC1 | -0.2 | -15 | 2.7 | -5
O=C(N/C(=C/c1cccs1)C(=O)N1CCCC1)c1cccs1 | 0.4 | 10 | -0.5 | -15
COc1ccc(-c2csc(NC(=O)c3cc(Cl)ccc3[N+](=O)[O-])n2)cc1C | 0.0 | 53* | 0.2 | 19
CCn1c(=O)cc(SCC(=O)Nc2ccc(S(N)(=O)=O)cc2)c2ccccc21 | 0.9 | -2 | -0.2 | 14
COc1ccc(CCNS(=O)(=O)c2cc(C(=O)Nc3ccc(Br)cc3)ccc2F)cc1OC | 0.0 | 13 | -0.3 | 0
COC(=O)c1cc(CNC(=O)C2Cc3ccccc3O2)cc(NC(=O)C2CCCCC2)c1 (configuration not stated) | -0.1 | 11 | 1.0 | -3
CCOC(=O)C1=C(C)NC2=C(C(=O)c3ccccc32)C1c1ccc(O)cc1 (configuration not stated) | 0.5 | -16 | -2.1 | 7
CC(C)(C)c1ccc(C(=O)Nc2ccc(NC(=O)c3ccccc3I)cc2)cc1 | -0.1 | -4 | 1.7 | 2
Cc1sc(N)nc1C12CC3CC(CC(C3)C1)C2 | -0.2 | 1 | 2.5 | 8
COc1cc(C2CC(=O)Nc3cc4c(cc32)OCO4)c(Br)c(OC)c1OC (configuration not stated) | -0.1 | 51* | -0.8 | -3
CCCCCc1ccc(-c2ccc(-c3noc(-c4ccc(O)cc4)n3)cc2)nc1 | 0.1 | -8 | 0.3 | 12
Cc1ccc(C(=O)Nc2cc(C)nn2-c2ncnc3c2cnn3-c2cccc(C)c2C)cc1 | 0.0 | 8 | 1.7 | 6
CC1=C(C(=O)Nc2ccccc2F)C(c2ccc(Cl)cc2Cl)NC(=O)N1 (configuration not stated) | -0.3 | 12 | -0.6 | 6
Nc1cccc2c1C(=O)N(C(=O)c1cccc(S(=O)(=O)N3CCOCC3)c1)C2=O | -0.1 | 0 | 0.1 | -6
CC(NC(=O)c1cccnc1)c1nnc2n1CCN(Cc1cccc(OCCO)c1)CC2 (configuration not stated) | 0.1 | -6 | -1.7 | 16
Cc1cccc(C(=O)Nc2nnc(COc3ccc(C(C)(C)C)cc3)s2)c1 | 0.0 | -10 | 3.9 | -1
Cc1nc2c3ccccc3nc(N3CCCCC3)n2n1 | 0.1 | -5 | 0.4 | 6
Cc1ccc(S(=O)(=O)N2CCCC2C(=O)Nc2ccc(F)cc2F)cc1 (configuration not stated) | -0.1 | -4 | 0.9 | -1
Cc1cc(NC(=O)c2cccc([N+](=O)[O-])c2)n(-c2ccccc2)n1 | 0.2 | 6 | -1.4 | 10
COc1ccc(NC(=S)N(CCCN2CCCC2)Cc2ccco2)cc1 | 0.2 | 0 | -0.1 | 8
Cc1ccc(OC(=O)c2ccc([N+](=O)[O-])cc2)c(-n2nc3ccccc3n2)c1 | -0.1 | -10 | -0.7 | 4
Cc1nn(C)cc1CNC(=O)c1cccc(Cl)c1 | -0.7 | -5 | 2.6 | -10
Cc1cc(C)c(C2(O)CCNCC2)cc1C | 0.1 | 2 | -1.2 | 9
Cc1ccn2c(=O)nc(SCc3ccccc3)nc2c1 | 0.0 | -66 | 0.1 | 2
O=C(Cn1cnc2sc3c(c2c1=O)CCCC3)NCCC(=O)Nc1ccc(F)c(Cl)c1 | 0.1 | -1 | -0.3 | -1
NC(=S)N/N=C/c1ccc(-c2cc([N+](=O)[O-])ccc2O)o1 | -0.3 | 9 | 3.3 | -1
CCC(C)(C)C(=O)Nc1ccc(F)c([N+](=O)[O-])c1 | -0.2 | -10 | 1.0 | -18
Cc1cc(CO)c(C)n1-c1ccccc1F | 0.0 | -1 | -1.5 | -7
O=C(NCCCN1CCCC1=O)c1ccc2c(=O)n(C3CCCCC3)c(=S)[nH]c2c1 | -0.1 | 1 | 0.5 | 3
Cc1ccc2nc(NS(=O)(=O)c3ccc(Cl)cc3)c(Cl)nc2c1 | 0.0 | -11 | 1.4 | 4
N=C1C(c2nc3ccccc3[nH]2)=C(O)CN1NC(=O)c1c[nH]c2ccccc12 | 0.7 | 6 | -1.7 | -1
Cc1ccc(-c2csc3ncc(C(=O)N4CCC(O)C4)c(=O)n23)cc1 (configuration not stated) | 0.7 | 0 | 0.5 | -9
CCOc1ccccc1N1CCN(C(=O)c2cc(C)oc2C)CC1 | 0.1 | 4 | 0.5 | 7

Sorted by heavy-atom count (lowest first): some entries from above
SMILES | FBW7 activator | TEAD-YAP inh | GPR151 activ | MITF inh
Cc1sc(N)nc1C12CC3CC(CC(C3)C1)C2 | -0.2 | 1 | 2.5 | 8
Cc1nn(C)cc1CNC(=O)c1cccc(Cl)c1 | -0.7 | -5 | 2.6 | -10
Cc1nc2c3ccccc3nc(N3CCCCC3)n2n1 | 0.1 | -5 | 0.4 | 6
Clc1c(OCCCN2CCOCC2)ccc2ccccc12 | 0.2 | -82 | -1.4 | 19
COC(C)(C)C12CC(O)(C(C)C)ON1C1CCCCC1N2O (configuration not stated) | -0.1 | -4 | 1.5 | -5
CCOc1ccccc1N1CCN(C(=O)c2cc(C)oc2C)CC1 | 0.1 | 4 | 0.5 | 7
Cc1ccc(-c2csc3ncc(C(=O)N4CCC(O)C4)c(=O)n23)cc1 (configuration not stated) | 0.7 | 0 | 0.5 | -9
Cc1ccc(S(=O)(=O)N2CCCC2C(=O)Nc2ccc(F)cc2F)cc1 (configuration not stated) | -0.1 | -4 | 0.9 | -1
CCOC(=O)C1=C(C)NC2=C(C(=O)c3ccccc32)C1c1ccc(O)cc1 (configuration not stated) | 0.5 | -16 | -2.1 | 7
c1ccc(CSc2nnc3c(n2)OC(c2ccco2)Nc2ccccc2-3)cc1 (configuration not stated) | 0.4 | 4 | -0.1 | 15
Nc1cccc2c1C(=O)N(C(=O)c1cccc(S(=O)(=O)N3CCOCC3)c1)C2=O | -0.1 | 0 | 0.1 | -6
N#CC1(C(=O)Nc2ccc([N+](=O)[O-])cc2)CC2c3ccccc3C1c1ccccc12 (configuration not stated) | -0.1 | 26 | -1.1 | 30
O=C(Cn1cnc2sc3c(c2c1=O)CCCC3)NCCC(=O)Nc1ccc(F)c(Cl)c1 | 0.1 | -1 | -0.3 | -1
CC(NC(=O)c1cccnc1)c1nnc2n1CCN(Cc1cccc(OCCO)c1)CC2 (configuration not stated) | 0.1 | -6 | -1.7 | 16

(continued)
SMILES | FBW7 activator | TEAD-YAP inh | GPR151 activ | MITF inh
CC(C)(C)n1ncc2c(=O)n(Cc3cccc4ccccc34)cnc21 | 0.0 | 7 | 0.3 | 0
O=C(NC1CC1)c1n[nH]c(=O)c2ccccc12 | 0.0 | -2 | 3.4 | 11
Cc1ccc2cc3c(nc2n1)CCN(CCc1ccccc1)C3 | 0.1 | -29 | 0.4 | -11
O=C(NC12CC3CC(CC(C3)C1)C2)c1c(O)c2ccccc2[nH]c1=O | -0.1 | -9 | 0.9 | -4
CC(=O)Nc1ccc(N2C(=O)CC(Sc3ccccc3C(=O)O)C2=O)cc1 (configuration not stated) | 0.0 | -3 | -0.6 | -11
CCC(=O)Nc1ccc2c(c1)C(=O)OC2 | 0.4 | 0 | -0.2 | 19
COc1cc(Nc2cc(C(=O)NCCN(C(C)C)C(C)C)ccn2)cc(OC)c1OC | 0.0 | -2 | -1.5 | -13
O=C(CSCC(=O)Nc1ccc2nc(SCC(=O)N3CCOCC3)sc2c1)Nc1ccccc1 | 0.0 | 18 | 0.9 | 4
O=c1c(-c2ccc3c(c2)OCCO3)c(C(F)(F)F)oc2cc(O)ccc12 | 0.3 | 0 | -0.5 | 3
CCOC(=O)c1c(C)c(C(=O)NCc2cccs2)c(C)n1CC | 0.0 | -5 | -0.2 | -6
COc1cccc(C2(O)CSC3=C(C#N)C(c4ccccc4OC)CC(=O)N32)c1 (configuration not stated) | -0.1 | -23 | -0.6 | -7
O=C(/C=C/c1ccco1)Nc1cccc2c1C(=O)c1ccccc1C2=O | 0.0 | -31 | -1.3 | 22
Cc1ccccc1OC1=NS(=O)(=O)c2ccccc21 | 0.1 | -6 | -2.6 | 15
Nc1nc(SCc2ccc(Br)cc2)nc2sc3c(c12)CCCCC3 | 0.0 | 8 | 0.7 | -9
Cc1ccc(C)c(CSCC2Nc3ccc(C(=O)N4CCN(c5ccccn5)CC4)cc3NC2=O)c1 (configuration not stated) | -0.1 | -5 | 0.3 | -2
CCOC(=O)c1ccc2c(c1)NC(=O)CS2 | -0.1 | 0 | -1.0 | -4
COc1cc(-n2cnc3cc(C(=O)NCC(OC)OC)ccc32)cc(OC)c1OC | 0.7 | -14 | -1.3 | 8
COc1ccc(N(CC(=O)NCc2cccnc2)S(=O)(=O)c2ccccc2)c(OC)c1 | -0.1 | -1 | 0.1 | -9
CCCCc1ccc(NC(=O)CN2C(=O)CCS(=O)(=O)c3ccccc32)cc1 | -0.2 | -10 | 1.5 | -12
Nc1nc(NCCc2ccc(O)cc2)cc(-c2ccccc2)n1 | -0.1 | 31 | -1.1 | 9
Cn1c(=O)oc2cc(S(=O)(=O)N3CCN(C4CCCCC4)CC3)ccc21 | -0.1 | -12 | -1.4 | 4
Cc1nc2c(-c3ccccc3)c(C)nn2c(C)c1CCC(=O)Nc1ccccn1 | -0.1 | -1 | 5.0* | 1
CCn1c(SCC(=O)c2cccc([N+](=O)[O-])c2)nnc1-c1cccnc1 | 0.0 | -10 | 0.1 | 19
CC(C)(C)C1CCc2c(sc3nc(SCCc4ccccc4)nc(N)c23)C1 (configuration not stated) | 0.6 | -5 | 0.1 | 1
O=C(N/N=C/c1ccc([N+](=O)[O-])c(O)c1)C1CC1(c1ccccc1)c1ccccc1 (configuration not stated) | -0.1 | -4 | -1.1 | 4
O=C(NCCc1ccccc1)c1ccc(NS(=O)(=O)c2cccc(Cl)c2)cc1 | 0.2 | -2 | 0.3 | -1
CCn1cc(CN2CCc3nnc(CCc4ccccc4)n3CC2)c(C)n1 | 0.1 | 7 | -1.2 | -7
O=C(O)CC(c1ccccc1)c1ccco1 (configuration not stated) | 0.4 | 10 | 1.0 | 14
Cc1ccc(OCC(=O)N/N=C\c2ccco2)cc1 | 0.1 | -4 | 0.2 | 10
O=C(Nc1ccc(F)cc1Cl)c1nc(-c2ccncc2)no1 | -0.4 | -34 | -0.7 | -5
Cc1noc(C)c1COc1ccc(CC(=O)OCC(=O)N2CC(=O)Nc3ccccc32)cc1 | 0.5 | 4 | 1.4 | 7
CC(C)Oc1ccc(C2CC(=O)N(c3cccc(C(=O)O)c3)C2=O)cc1 (configuration not stated) | 0.0 | -7 | 0.9 | 0
COc1ccc(C)cc1N(C)C(=O)COc1cc(=O)n(C)c2ccccc12 | 0.4 | 2 | -0.1 | -18
Cc1ccc(N2C(=O)CC(Sc3nc(C)cc(C)n3)C2=O)cc1 (configuration not stated) | 0.1 | 19 | 1.4 | -6
O=C(N/N=C\c1cc(Cl)ccc1O)c1cccs1 | -0.8 | 43* | 1.6 | 35
CCOc1ccc(CN2CCNC(=O)C2CC(=O)N2CCN(c3ccncc3)CC2)cc1 (configuration not stated) | 0.1 | 2 | 0.1 | -3
O=C(Nc1ccnn1C1CCN(Cc2cccc(-n3cccn3)c2)CC1)c1cccc(F)c1 | 0.8 | -8 | -0.4 | 18
COc1ccc2c(c1)C1NC(=S)N(CCc3ccccc3)C(C)(O2)C1C(=O)Nc1ccc(Cl)cc1 (configuration not stated) | -0.2 | 11 | 1.5 | 13
CCOC(=O)C1CCCN1c1ccc(C(F)(F)F)cc1[N+](=O)[O-] (configuration not stated) | 0.0 | -17 | -1.1 | 20
C=CCn1c(=O)c2ccccc2n2c(SCC(=O)Nc3ccccc3C(=O)OC)nnc12 | -0.1 | 1 | 5.0* | -7
Cc1nnc(SCc2cc(=O)[nH]c(N3CCN(Cc4ccccc4)CC3)n2)s1 | -0.1 | -2 | 0.6 | -10
COCC(=O)NC(CC(C)C)c1nnc2n1CCN(Cc1c(F)cccc1Cl)CC2 (configuration not stated) | 0.1 | -5 | 0.2 | 1
CC(C)Oc1cccc(C(=O)C2CCCN(C(=O)c3cn(C)c4ccccc4c3=O)C2)c1 (configuration not stated) | 0.7 | -7 | -1.1 | 4
CCc1nc(C)cn1S(=O)(=O)c1cc(OC)c(Cl)cc1OC | -0.1 | 7 | -0.7 | 14
Cc1ccc(C(c2nnnn2C2CCCC2)N2CCN3CCCC3C2)cc1 (configuration not stated) | -0.3 | -6 | 0.0 | -9
Cc1cc(N/N=C/c2ccc(O)c(C)c2O)nc(-c2ccccc2O)n1 | 0.2 | 42* | 0.4 | -2
COc1ccc(Br)c(C(=O)OCC(=O)Nc2cc(C)on2)c1 | 0.1 | 7 | 2.4 | 2
CN=C1S/C(=C/c2ccc(Cl)cc2Cl)C(=O)N1C | 0.2 | -18 | 0.6 | 13

From PubChem BioAssay
